# Tau ThT inhib: qHTS for Inhibitors of Tau Fibril Formation, Thioflavin T Binding | recombinant tau K18 P301L, heparin-induced fibrillization, ThT fluorescence | Potency, µM (top dose mostly 57.4 µM), for the others: at the highest dose activity, negative = inhibition, hits mostly inhibitors | hit rate 2.1% among 270,000 | Microtubule-associated protein tau (Homo sapiens), P10636; also: % is scaled to controls: 0 for no effect and ±100 for the full control effect; nearly all actives have a fitted effect of over 55% in size
#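 Fibril formation assay: tau K18 P301L at 15 uM with trace Alexa 594 label, heparin inducer 20 uM, pH 7 sodium acetate buffer, 37 C for 6 hr; endpoint ThT signal.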
# RECQ1 inh: qHTS Assay for Inhibitors of RecQ-Like Dna Helicase 1 (RECQ1); hit rate 0.54% among 240,000; ATP-dependent DNA helicase Q1 (Homo sapiens), P46063; Potency, µM (highest dose often 57.3 µM), inactives show at the highest dose activity, negative = inhibition, usual class: inhibitors; RECQ1 DNA unwinding, red fluorescence kinetic read; AID 2549, 2010;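 also: plate controls were vehicle for no effect and no enzyme for full effect; nearly all actives have a fitted effect of over 30% in size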
# Target sequence (P46063 whole entry, looked up): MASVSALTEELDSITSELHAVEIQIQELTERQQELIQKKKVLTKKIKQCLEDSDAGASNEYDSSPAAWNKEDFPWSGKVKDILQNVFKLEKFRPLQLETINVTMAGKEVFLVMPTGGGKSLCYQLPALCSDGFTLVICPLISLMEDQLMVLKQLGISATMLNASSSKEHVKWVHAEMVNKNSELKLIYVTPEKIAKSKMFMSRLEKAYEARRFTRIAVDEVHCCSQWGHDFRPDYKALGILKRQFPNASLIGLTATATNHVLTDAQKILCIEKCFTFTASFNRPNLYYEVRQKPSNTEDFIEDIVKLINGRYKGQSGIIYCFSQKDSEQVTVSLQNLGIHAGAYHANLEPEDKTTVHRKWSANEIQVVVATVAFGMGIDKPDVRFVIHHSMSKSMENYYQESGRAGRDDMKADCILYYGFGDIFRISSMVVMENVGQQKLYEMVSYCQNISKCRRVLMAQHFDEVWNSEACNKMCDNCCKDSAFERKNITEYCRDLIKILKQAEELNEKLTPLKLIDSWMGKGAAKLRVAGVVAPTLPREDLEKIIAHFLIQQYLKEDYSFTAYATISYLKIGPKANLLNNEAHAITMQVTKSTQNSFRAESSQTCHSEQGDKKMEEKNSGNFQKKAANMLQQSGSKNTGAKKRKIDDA
#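 50 nM RECQ1T1 preincubated 15 min with compound in Tris pH 8.0 buffer with MgCl2, DTT, Tween-20 and 2.5 ug/ml poly(dI-dC); started with 200 nM TAMRA/BHQ-2 forked duplex and 2 mM ATP. Unwinding read as fluorescence (525/598 nm), two reads 2 h apart.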
# Luc counter: Counterscreen for Luciferase (Kinase-Glo TM) Inhibition. hit rate 0.28% among 200,000. AID 1379, 2008. Potency, µM (titrated, usually from 38.3 µM), without a hit: at the highest dose activity change, negative = inhibition, usual class: inhibitors. Luciferin 4-monooxygenase (Photuris pensylvanica), Q27757. Kinase-Glo luciferase, ATP luminescence, 8 min; also: % is scaled to controls: 0 for no effect and ±100 for the full control effect; nearly all actives have a fitted effect of over 60% in size
#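 Compounds were added to a substrate mix at pH 7.2 (50 mM imidazole, 10 uM ATP, within the enzyme's linear range), followed by Kinase-Glo detection reagent; luminescence was measured after 8 minutes at ambient temperature.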
# SMN2 splice enh: qHTS Assay for Enhancers of SMN2 Splice Variant Expression. Potency, µM (doses to about 46.1 µM), without a hit: top-dose activity change, positive = activation, hits mostly activators. hit rate 2.8% among 210,000. HEK293 SMN2-luciferase splicing reporter, luminescence, 30-36 h; also: % of control where 0% means no effect; nearly all actives have a fitted effect of over 55% in size
#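 HEK293 cells carry an SMN2 minigene-luciferase reporter in which exon 7 inclusion puts luciferase in frame. Cells were seeded at 2000 cells/well, attached for 10-12 hours, then exposed to compounds for 30-36 hours at 37C before ONE-Glo luminescence.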
# ALDH1A1 block: qHTS Assay for Inhibitors of Aldehyde Dehydrogenase 1 (ALDH1A1); Aldehyde dehydrogenase 1A1 (Homo sapiens), P00352; Purified ALDH1A1, NADH fluorescence, propionaldehyde substrate; Potency, µM (top dose mostly 75.3 µM), for inactives: at the top dose activity, negative = inhibition, actives largely listed as inhibitors; hit rate 7.3% among 220,000; AID 1030, 2008; active = well fitted inhibition curve with a large enough effect, not every such curve was filed as active; inconclusive = small, poorly fitted or top-dose-only effect, or another doubt; inactive = no such curve, though single readings can be large or run the other way;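 also: plate controls were no enzyme wells and a reference inhibitor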
# Target sequence (P00352 whole entry, looked up): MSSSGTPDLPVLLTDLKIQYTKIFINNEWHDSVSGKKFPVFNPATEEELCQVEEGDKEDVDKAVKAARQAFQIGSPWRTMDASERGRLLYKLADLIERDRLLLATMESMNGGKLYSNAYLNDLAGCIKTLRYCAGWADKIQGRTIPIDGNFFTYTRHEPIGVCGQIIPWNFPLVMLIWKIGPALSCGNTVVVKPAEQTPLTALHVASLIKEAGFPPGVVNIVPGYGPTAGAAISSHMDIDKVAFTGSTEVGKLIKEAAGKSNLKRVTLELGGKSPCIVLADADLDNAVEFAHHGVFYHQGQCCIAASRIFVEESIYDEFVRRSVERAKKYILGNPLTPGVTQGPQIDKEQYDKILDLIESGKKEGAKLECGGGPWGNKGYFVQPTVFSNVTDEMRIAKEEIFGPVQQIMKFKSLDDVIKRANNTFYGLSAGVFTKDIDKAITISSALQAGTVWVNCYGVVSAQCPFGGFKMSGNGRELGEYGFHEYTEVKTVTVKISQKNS
# JMJD2E inh: qHTS Assay for Inhibitors of Human Jumonji Domain Containing 2E (JMJD2E); Lysine-specific demethylase 4E (Homo sapiens), B2RXH2; JMJD2E catalytic domain, FDH-coupled NADH fluorescence (FDH is formaldehyde dehydrogenase); Potency, µM (highest dose often 57.1 µM), inactives show at the top dose activity change, negative = inhibition, usual class: inhibitors; hit rate 1.6% among 230,000; active = well fitted inhibition curve with a large enough effect, not every such curve was filed as active; inconclusive = small, poorly fitted or top-dose-only effect, or another doubt; inactive = no such curve, though single readings can be large or run the other way;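 also: 0% = wells with enzyme and -100% = buffer wells without enzyme; nearly all actives have a fitted effect of over 50% in size; many of its hits are not listed in these tables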
# LMNA splice mod: qHTS Assay for Modulators of Lamin A Splicing | HeLa LMNA splicing GFP/RFP minigene ratio, 48 h | hit rate 0.01% among 200,000 | Potency, µM (doses to about 46.1 µM), for inactives: top-dose ratio change, negative = inhibition, usual class: inhibitors; active = well fitted inhibition curve with a large enough effect in the signal ratio, with a control signal flat, not every such curve was filed as active; inconclusive = small, poorly fitted or top-dose-only effect, or effect the other way, or a change in a side signal; the % refers to the signal ratio; also: % is scaled to controls: 0 for no effect and ±100 for the full control effect
#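 S3 HeLa cells stably expressing lamin A-EGFP splicing minigene plus DsRed2, 600 cells/well, 48 h compound exposure at 37C. Laser-scanning cytometry; analysed as GFP (500-530 nm)/RFP (575-640 nm) total intensity ratio; 0.5% DMSO vehicle.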
# L3MBTL1 inh: qHTS Assay for the Inhibitors of L3MBTL1; Lethal(3)malignant brain tumor-like protein 1 (Homo sapiens), Q9Y468; AlphaScreen L3MBTL1–H3K9me1 peptide binding; Potency, µM (doses to about 57.1 µM), inactives show at the highest dose activity, negative = inhibition, most hits filed as inhibitors; hit rate 0.66% among 230,000; AID 485360, 2010; also: % is scaled to controls: 0 for no effect and ±100 for the full control effect; nearly all actives have a fitted effect of over 60% in size
#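 AlphaScreen assay: L3MBTL1 (50 nM final) was preincubated 30 min at room temperature with biotinylated H3(1-15)K9me1 peptide (75 nM final), then 30 min with library compounds; streptavidin donor and nickel chelate acceptor beads (10 ug/mL final) added, 30 min dark.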
# Numbers without * were called inactive; i = inactive; ? = inconclusive; . = not tested or not shown; [ ] = remark or other dose. Unless noted, calls follow the shape of the dose curve; as a rule, active = well fitted curve in the direction sought with a large enough effect; inconclusive = small, poorly fitted or top-dose-only effect, or another doubt; inactive = no such curve, though single readings can be large; an effect the other way counts as inactive or inconclusive. Potency is read from the fitted curve at half-maximal effect. The list is partial; rates above refer to the full screens.
SMILES,Tau ThT inhib,RECQ1 inh,Luc counter,SMN2 splice enh,ALDH1A1 block,JMJD2E inh,LMNA splice mod,L3MBTL1 inh
Cc1cc(C(=O)O)n(C(C)(C)C)n1,-4%,-2%,.,.,13%,2%,.,1%
COc1ccc(C(C(=O)NCc2ccccc2)N(Cc2ccc3c(c2)OCO3)C(=O)c2cnccn2)cc1 (stereo not given),-7%,i,-8%,28%,-13%,-1%,6%,.
O=C(Cn1ncc2c1-c1ccccc1OC2)Nc1cccc(Cl)c1,1%,-15%,2%,-21%,6%,?,-13%,.
CCOC(=O)c1ccc(NC(=O)CSc2nnc(C3CC3)n2CC)cc1,-5%,i,-2%,-16%,0%,4%,-2%,-2%
COc1ccc(CNC(=O)c2cnccn2)cc1,7%,i,1%,11%,6%,1%,1%,.
COCC(=O)N1CCC2(CC1)CN(Cc1ccc(C#N)cc1)C2,.,i,-2%,0%,4%,.,.,.
CCN(Cc1cc2cc(C)ccc2[nH]c1=O)C(=O)c1cccc(OC)c1,-6%,13%,-1%,-35%[inhibitor],8%,?,?,2%
Cn1nnnc1SCC(=O)NCc1ccc2c(c1)OCO2,0%,-10%,3%,-3%,1%,-5%,.,.
CC(C)(C)NC(=O)CSc1nncn1NCc1cccc2ccccc12,?,-7%,3%,-67%[inhibitor],16%,4%,-4%,.
CCOC(=O)C/C(N)=N/NC(=O)c1ccc(Cl)cc1Cl,-12%,-8%,-1%,20%,2%,-1%,.,.
Cc1ccc(-n2c(N)c(C(=O)N3CCCCC3)sc2=S)cc1,?,-14%,-3%,5%,10µM*,-19%,-30%,.
O/N=C/c1cn(-c2ccccc2)nn1,-3%,0%,-7%,9%,-4%,11%,3%[9.22 µM],16%
CCOC(=O)N1CCC(N2C(=O)c3ccc(C(=O)NCc4ccc(F)cc4)cc3C2=O)CC1,-13%,-4%,3%,-19%,-4%,4%,?,?
O=C(NN1C(=O)C2C3C=CC(O3)C2C1=O)c1ccncc1 (stereo not given),-13%,1%,1%,-8%,18µM*,-9%,-1%,3%
Cc1cc(N2CCCCCC2)nc2ccccc12,-7%,-10%,-2%,5%,?,0%,-4%,8%
Cc1ccc(OCC(=O)Nc2ccc(S(=O)(=O)Nc3ccccn3)cc2)cc1,8%,i,-1%,0%,-1%,?,?,-5%
COc1cc2c(C(=O)NCc3ccccn3)cn(C)c(=O)c2cc1OC,2%,-1%,-1%,-5%,-11%,-20%,4%,4%
COC(=O)[C@@]1(Cc2ccc(OC)cc2)[C@H]2c3cc(C(=O)N4CCCC4)n(CCc4c[nH]c5ccc(OC)cc45)c3C[C@H]2CN1C(=O)c1ccccc1,?,-5%,3%,9%,?,-19%,.,.
CC[n+]1ccc(C[n+]2ccccc2)c2ccccc21,?,3%,-1%,?,19µM*,?,16%,?
CCCOc1ccc(C(=O)NC(=S)NCc2cccnc2)cc1,?,-5%,1%,-25%,?,1%,?,-5%
CC(Oc1ccc(Cl)cc1)c1ccnn1S(=O)(=O)c1ccc(Cl)cc1 (stereo not given),-21%,-12%,3%,-32%[inhibitor],?,-4%,?,35%[activator]
CCN(c1ccccc1)S(=O)(=O)c1ccc(NCC2COc3ccccc3O2)nc1 (stereo not given),5%,-1%,1%,-28%,0%,-4%,6%,-10%
Cc1ccc(-c2cc(C(=O)NCc3ccc4c(c3)OCO4)[nH]n2)c(O)c1C,-15%,-9%,12%,-12%,-13%,5%,?,3%
Cc1cccc(CS(=O)(=O)Cc2ccc(C(=O)NCc3cccnc3)o2)c1,3%,-10%,1%,-9%,-5%,3%,-6%,-9%
COc1ccc(/C=N/NC(=O)c2ccncc2)cc1COc1ccc(NC(C)=O)cc1,-14%,-4%,.,.,-9%,-2%,.,-2%
Nc1c(C(=O)Nc2ccc(F)cc2)sc(=S)n1-c1ccccc1F,-17%,-9%,0%,21%,13µM*,-16%,.,.
CCc1ccc2[nH]c(=O)c(CN(CCCN3CCOCC3)C(=O)Nc3ccc(Cl)cc3)cc2c1,-5%,-13%,1%,4%,?,-2%,-2%,-3%
Cc1ccc2[nH]c(=O)c(CN(CCCN3CCOCC3)C(=O)NC3CCCCC3)cc2c1,-13%,-14%,2%,0%,?,?,21%,2%
COc1ccc(NC(=O)N(CCc2ccccc2)Cc2cc3c(C)cc(C)cc3[nH]c2=O)cc1,?,-7%,-6%,36%,3%,1%,2%,.
CCOc1ccc(S(=O)(=O)Nc2nccs2)cc1,-13%,2%,1%,.,?,8%,-4%[46 µM],-7%
CCCc1c(C)c2cc(C)ccc2[nH]c1=O,-20%,22%,-1%,-7%,7%,19%,-6%,-1%
Cc1ccc(NC(=O)C(=O)NCC2OCCc3ccccc32)cc1 (stereo not given),-13%,i,4%,.,7%,5%,23%[46 µM],-2%
COc1ccc(NC(C)c2ccccc2)cc1 (stereo not given),-12%,-5%,11%,-36%,?,-12%,.,.
CC(C)CCNC(=O)NC(=O)COC(=O)C1=COCCO1,-4%,-5%,-5%,-2%,10%,12%,8%,-3%
CC(C)Sc1n[nH]c(=O)n1-c1ccccc1,10%,-1%,.,.,-1%,6%,.,6%
O=C(NC(=S)Nc1ccc2c(c1)OCCO2)c1cccc2ccccc12,?,-20%,-1%,?,13µM*,1%,?,-16%
O=C(NC1CCS(=O)(=O)C1)c1cccc(S(=O)(=O)N2CCCCC2)c1 (stereo not given),1%,i,2%,14%,3%,-1%,-3%,.
Cc1ccc(C)c(-n2nnnc2SCC(=O)Nc2cccc(-c3nnc4n3CCCCC4)c2)c1,-17%,-7%,-1%,-29%,7.1µM*,5%,?,-7%
CCOC(=O)c1ccc(NC2Nc3cc(C)nn3S2)cc1 (stereo not given),0%,4%,2%,-45%,13µM*,8%,.,.
COCCn1c(=NC(=O)c2cccs2)sc2cc(NC(C)=O)ccc21,-1%,-4%,4%,-6%,9%,0%,-12%,10%
CC1(C)Cc2c(cnn2-c2ccccc2)-c2c1c1ccccc1n2CC(O)CBr (stereo not given),-11%,-11%,.,.,3%,15%,?,-6%
Cc1ccccc1N(CC(=O)NC1CCCC1)C(=O)c1csnn1,1%,i,1%,-3%,9%,-4%,1%[46 µM],7%
CC1CC(=O)C=C(O)C1C(=O)OC(C)(C)C (stereo not given),-9%,-2%,0%,2%,-1%,-6%,-3%,4%
C=CCNC(=S)NNC(=O)COc1ccc2cc(Br)ccc2c1,-17%,-5%,1%,11µM*,10%,9%,14%[46 µM],-12%
CCOC(=O)N1CCC(NC(=O)c2cc3c(-c4ccc(OC)c(OC)c4)nn(C)c3s2)CC1,-7%,-8%,-3%,?,?,?,-2%,.
COC(=O)CCC(=O)OC1(C)C(=O)C2=CN(Cc3ccc4c(c3)OCO4)C(c3ccc(OC)cc3)=CC2=C(Br)C1=O (stereo not given),2%[11.5 µM],i[11.5 µM],-1%[7.66 µM],0%[9.22 µM],?,-9%[11.4 µM],?,.
O=C(Nc1ccc2c(c1)OCO2)c1ccc(NC2CC2)c([N+](=O)[O-])c1,6%,0%,2%,?,-4%,2%,-30%,-4%
CC(=O)Cc1nsc(Nc2ccc(Cl)cc2)n1,-14%,19%,2%,19%,6%,1%,.,-7%
Cc1cc(C)c(/C=C(\C#N)S(=O)(=O)c2ccccc2)[nH]1,2%,-17%,.,.,5%,-5%,.,-6%
O=C(CCl)NNC(=O)c1c(O)c2ccccc2[nH]c1=O,?,-7%,.,.,?,?,?,6%
# Additional results follow:
SMILES,Tau ThT inhib,RECQ1 inh,Luc counter,SMN2 splice enh,ALDH1A1 block,JMJD2E inh,LMNA splice mod,L3MBTL1 inh
CC(C)(C)C(=O)NC(CC(=O)O)c1ccccc1 (stereo not given),-3%,i,0%,7%,19%,9%,.,6%
O=C1c2cccnc2C(Nc2ccc(Cl)cc2)N1Cc1cccs1 (stereo not given),-12%,i,-2%,1%,4.5µM*,1%,.,.
c1ccc(CCc2nc(-c3ccccn3)no2)cc1,-15%,2%,2%,11µM*,-2%,13%,-1%,-1%
O=C(Cn1c(-c2ccccc2)noc1=O)NCc1ccccc1,-6%,2%,.,.,12%,4%,-8%,-12%
O=c1c2nccnc2[nH]c(=S)n1Cc1ccccc1,-18%,-14%,1%,-1%,-4%,?,?,.
COc1nccnc1NS(=O)(=O)c1ccc(NS(=O)(=O)c2ccc(NC(C)=O)cc2)cc1,-6%,-14%,4%,-10%,-16%,1%,2%,.
O=C(NC12CC3CC(CC(C3)C1)C2)N1CCC(O)(c2ccc3c(c2)OCO3)CC1,-5%,i,-4%,15%,?,-15%,0%,.
COC(=O)c1ccccc1S(=O)(=O)N1CCC(c2nc3ccccc3o2)CC1,-12%,-7%,2%,-17%,4%,5%,-4%,0%
Nc1nc(Nc2ccccc2)nc2c1ncn2[C@@H]1O[C@H](CO)[C@H](O)[C@H]1O,-12%,-10%,-1%,24%,-7%,-1%,?,.
Cc1ccc(S(=O)(=O)Cn2nnnc2CN2CCN(Cc3ccc4c(c3)OCO4)CC2)cc1,-6%,10%,-1%,-30%,-8%,7%,?,-7%
CC(C)c1nnc(NC(=O)CCC(=O)N2CCN(C3c4ccccc4-c4ccccc43)CC2)s1,?,-10%,0%,16%,?,-7%,-6%,0%

# Fetched one by one from the entries so far:
SMILES,Tau ThT inhib,RECQ1 inh,Luc counter,SMN2 splice enh,ALDH1A1 block,JMJD2E inh,LMNA splice mod,L3MBTL1 inh
COC(=O)c1ccccc1S(=O)(=O)N1CCC(c2nc3ccccc3o2)CC1,-12%,-7%,2%,-17%,4%,5%,-4%,0%
O=C1c2cccnc2C(Nc2ccc(Cl)cc2)N1Cc1cccs1 (stereo not given),-12%,i,-2%,1%,4.5µM*,1%,.,.
